MBD2 DNA inh – blocks human MBD2 binding to methylated DNA; inhibition, % at 4.4 µM; TR-FRET, MBD2 binding to methylated oligonucleotide; Q9UBB5; 370,000 tested, 0.31% active; in the data active = inhibition above about 13%
SIAE primary – blocks human sialic acid acetylesterase; AID 1053197; 370,000 tested, 0.69% active; SIAE FP-Rh probe binding, fluorescence polarization; inhibition, % at 9.66 µM;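 active = inhibition above a cutoff: mean of compounds within the control limits plus 3 SD of those, cut at about 17% in these data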;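 note: 0% = plate median of compound wells and 100% = probe without SIAE protein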
Target sequence (Q9HAT2 whole entry, looked up): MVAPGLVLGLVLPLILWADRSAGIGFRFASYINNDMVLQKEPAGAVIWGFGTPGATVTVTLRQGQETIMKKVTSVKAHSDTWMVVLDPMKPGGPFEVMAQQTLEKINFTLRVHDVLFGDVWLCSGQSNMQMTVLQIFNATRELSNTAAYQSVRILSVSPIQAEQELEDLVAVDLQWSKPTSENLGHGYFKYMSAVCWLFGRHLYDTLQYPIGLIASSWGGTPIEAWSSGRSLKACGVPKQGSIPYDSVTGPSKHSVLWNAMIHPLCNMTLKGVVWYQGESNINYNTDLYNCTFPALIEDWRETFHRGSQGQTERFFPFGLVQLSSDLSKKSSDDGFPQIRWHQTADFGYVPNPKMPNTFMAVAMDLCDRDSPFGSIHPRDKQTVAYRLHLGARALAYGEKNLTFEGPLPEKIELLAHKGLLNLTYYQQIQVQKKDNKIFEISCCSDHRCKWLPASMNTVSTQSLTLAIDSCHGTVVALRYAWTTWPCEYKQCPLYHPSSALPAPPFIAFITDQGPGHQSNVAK
UHRF1 binding – human UHRF1 methylated DNA binding inhibitors; 370,000 tested, 0.75% active; inhibition, % at 4.4 µM; AID 687016; UHRF1 binding to methylated oligo, TR-FRET; in the data active = inhibition above about 21%;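 note: UHRF1 SRA domain binding a hemimethylated CpG hairpin DNA probe; 0% = median of test compound wells and 100% = reference inhibitor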
GC-A act – GC-A (human) enzyme activation; activation, % at 10 µM; AID 1671463; HEK293 GC-A cells, cGMP TR-FRET, EC30 ANP; 0% at EC30 ANP, 100% saturating ANP; 370,000 tested, 0.14% active; in the data active = activation above about 40%
HTRA1 inh – inhibitors of human serine peptidase HTRA1 | inhibition, % at 5.96 µM | AID 504803 | recombinant HTRA1, FP-rhodamine activity-based probe, fluorescence polarization | Q92743 | 340,000 tested, 0.5% active; in the data active = inhibition above about 36%;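 note: 0% = enzyme with DMSO and 100% = wells lacking enzyme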
PRMT1 FP inh – PRMT1 (human) inhibition, primary screen; Q99873; recombinant PRMT1, activity-based probe fluorescence polarization; inhibition, % at 2.79 µM; 370,000 tested, 1.3% active; AID 652257;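 active = inhibition above about 21% made by adding two undisclosed values, limit read from the data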
mABHD4 FP – inhibitors of mouse ABHD4 | purified mABHD4, FP-Rh probe fluorescence polarization | inhibition, % at 8.92 µM | 370,000 tested, 0.54% active;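 active = inhibition exceeding the mean over every tested compound plus 3 SD, cut at about 30% in these data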;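 note: 0% = plate median of compound wells and 100% = S159A mutant with DMSO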
Target sequence (Q8VD66 whole entry, looked up): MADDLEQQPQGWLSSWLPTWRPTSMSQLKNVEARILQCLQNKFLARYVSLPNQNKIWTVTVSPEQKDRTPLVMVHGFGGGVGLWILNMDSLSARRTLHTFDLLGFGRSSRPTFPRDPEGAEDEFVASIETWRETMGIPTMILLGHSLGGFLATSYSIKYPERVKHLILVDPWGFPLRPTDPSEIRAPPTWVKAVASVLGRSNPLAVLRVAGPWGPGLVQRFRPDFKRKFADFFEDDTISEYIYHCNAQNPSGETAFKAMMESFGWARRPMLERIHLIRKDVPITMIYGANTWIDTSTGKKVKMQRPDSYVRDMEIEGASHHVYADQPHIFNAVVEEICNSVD
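Assay system: mABHD4 protein; medium: HEPES pH 7.0, NaCl, Pluronic buffer; dosing: 8.92 µM, single dose; schedule: 45 min + 60 min at 25 °C; signal: FP readout, ex 525 nm / em 598 nm; read-out: normalized percent inhibition of probe labeling; repeats: single replicate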
rCAG RNA binder – molecules binding r(CAG) RNA repeats | AID 651821 | inhibition, % at 3 µM | r(CAG) RNA repeat, TO-PRO-1 dye displacement fluorescence | 370,000 tested, 1.3% active;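 active = inhibition above the plate cutoff, the mean of all test compounds on that plate plus 3 SD, cut at about 35% in these data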;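 note: 0% = DMSO alone and 100% = 100 µM mitoxantrone as full dye displacement; higher means more dye released from RNA so lower well fluorescence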
TCR-CD3 inh – blocks the human TCR-CD3 interaction | inhibition, % at 9.4 µM | TAMRA-labeled TCR probe fluorescence, biochemical | 360,000 tested, 0.37% active; in the data active = inhibition above about 19%;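 note: recombinant mutant TCR 2C K166C tagged with TAMRA read by polarization; 0% = receptor in buffer alone and 100% = receptor with positive control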
GC-B act – GC-B (human) receptor activation. HEK293-GC-B cells, CNP EC30, cGMP TR-FRET; 0% at EC30 CNP, 100% saturating CNP. P20594. activation, % at 10 µM. 370,000 tested, 0.11% active;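 active = activation at 10 µM reaching about 35% in either raw or pattern-adjusted values, limit read from the data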
* marks the source's active call; other numbers are inactive results; · = not tested or not shown; & = joins results of further samples. This is a subset, so the mix of outcomes need not match the whole.

SMILES	MBD2 DNA inh	SIAE primary	UHRF1 binding	GC-A act	HTRA1 inh	PRMT1 FP inh	mABHD4 FP	rCAG RNA binder	TCR-CD3 inh	GC-B act
CCCS(=O)(=O)N1CCCC(C(=O)NCCCN2CCN(c3ccc(F)cc3)CC2)C1 (stereo not given)	0	-1	1	-1	3	1	1	-4	-2	1
Cc1ccc(C(=O)NCC(=O)OCC(=O)Nc2ccc3[nH]c(=O)[nH]c3c2)cc1	1	-6	-4	0	-5	-2	2	0	-3	4
COc1cc(OC)cc(N(C(=O)CNC(=O)c2ccco2)C(C(=O)NCC2CCCO2)c2ccccc2)c1 (stereo not given)	2	0	3	-1	-6	0	10	-3	-1	-4
Cc1cccc(C(=O)NC(=S)Nc2ccc(Cc3ccncc3)cc2)c1	0	-4	1	0	-51	0	-12	0	-6	-1
Cc1ccc(C(=O)O/N=C(\N)c2ccccc2)c(Cl)c1	-6	0	11	10	-3	8	0	-1	-8	4
Cc1cc2nc(/N=C(\N)NC(=O)N3c4ccccc4Sc4ccccc43)nc(C)c2cc1C	4&5	-4&1	9&4	2&0	0&0	6&1	-12&7	16&6	3&-7	2&6
CC(NS(=O)(=O)c1ccc2c(c1)CC(C)N2C(=O)C1CC1)c1ccccc1 (stereo not given)	0	-3	0	0	-7	0	4	-2	7	4
O=C(c1ccccc1)c1sc(N2CCOCC2)nc1-c1ccccc1	3	-2	0	0	1	1	1	2	4	-2
CCOc1ccc(NC(=O)CN(C)C(=O)/C=C/c2ccc(S(=O)(=O)N3CCCCCC3)cc2)cc1OCC	3	5	0	1	3	2	1	6	-4	-2
CCOC(=O)c1sc(NC(=O)c2ccc(S(=O)(=O)N(C)C)cc2)cc1C	-4	-14	-3	-9	-34	8	-40	20	0	-7
Cc1oc2ccccc2c1CNC(=O)N(C)C	-6	-5	2	2	-6	-2	-11	2	-10	2
O=C(Nc1ccc(S(=O)(=O)N2CCOCC2)cc1)c1ccc([N+](=O)[O-])s1	1	11	-1	0	-4	-4	4	6	-4	-4
O=C(OCc1ccccc1)N1CCC2CC1c1cc(N3CCN(S(=O)(=O)c4cc(Cl)cc(Cl)c4)CC3)ccc12 (stereo not given)	-5	0	-2	-2	-4	2	2	2	5	-1
COc1ccc2c(c1OC)C(=O)OC2CC(=O)c1ccc2c(c1)OCO2 (stereo not given)	-1	-1	3	3	7	1	-1	0	5	4
C=CCn1c(SCC(=O)N2CCc3ccccc3C2)nnc1-c1ccncc1	-2	1	1	-3	3	-1	5	-5	0	-5
Cc1cccc(CSc2ccc3nnc(-c4cccnc4)n3n2)c1	-2	3	2	10	6	0	4	-6	-6	7
COCCNC(=S)N(C)[C@H]1C[C@H]2c3[nH]c4c(-c5ccc6c(c5)OCO6)cccc4c3CCN2C(=O)[C@H]1[C@H](C)O	-2	-2	0	-4	·	2	-7	10	6	-7
O=C(CSc1nnc2ccc(-c3ccccn3)nn12)Nc1cccc(F)c1	-2	2	6	-3	-4	1	2	3	-4	-7
CCOc1cc(Cl)c(NC(C)=O)cc1OCC	-4	-1	1	1	2	-1	-1	2	3	-4
CCCN(CC(=O)Nc1ccc(C(N)=O)cc1)CC(=O)Nc1ccccc1C	2	4	-1	2	-17	0	-6	-3	0	0
COc1ccc(-n2nnc3c(=O)n(CC(=O)N4CCCC4)cnc32)cc1	4	1	2	1	4	3	-4	0	2	1
COC(=O)[C@@]1(Cc2ccc(OC)cc2)[C@H]2c3cc(C(=O)N4CCCC4)n(Cc4ccccc4)c3C[C@H]2CN1C(=O)c1ccccc1	5	-4	-2	-2	·	-9	-6	8	2	-1
C/C=C/c1ccc(OCCCCN2CCC(C)CC2)c(OC)c1	-2	8	0	-1	1	-4	8	-1	0	4
COc1ccc(/C=C/C(=O)N(CCC(N)=O)c2ccccc2)cc1S(=O)(=O)N1CCOCC1	10	8	1	0	0	3	-6	-6	-2	4
CCOC(=O)c1[nH]c2ccc(OC)cc2c1NS(=O)(=O)c1ccc(OC)cc1OC	-4	1	-2	-5	-16	2	0	7	5	0
O=S(=O)(Nc1ccccn1)c1ccc(Br)cc1	-1	-2	-2	1	3	-2	6	-2	-10	6
COc1ccc(NC(=O)c2csc3c2CCCCC3)c(OC)c1	3	0	0	-4	-5	2	3	-1	3	-3
Cc1ccc(C2=NOC(=O)/C2=C\C=C\c2ccccc2)cc1	-2	-6	2	28	-5	2	-22	31	5	6
O=c1c2ccccc2n(Cc2ccno2)n1[C@@H](Cc1ccccc1)Cn1cc(-c2ccc(-c3ccccc3)cc2)nn1	3	-15	6	2	·	-2	-20	10	·	2
CCCc1nc2ccc(NC(=O)c3ccco3)cc2c(=O)n1Cc1ccccc1Cl	-2	0	-3	7	-23	-2	-3	4	-3	18

Only MBD2 DNA inh, PRMT1 FP inh and mABHD4 FP (2 entries from above):
| mol | MBD2 DNA inh | PRMT1 FP inh | mABHD4 FP |
| --- | --- | --- | --- |
| O=C(CSc1nnc2ccc(-c3ccccn3)nn12)Nc1cccc(F)c1 | -2 | 1 | 2 |
| C/C=C/c1ccc(OCCCCN2CCC(C)CC2)c(OC)c1 | -2 | -4 | 8 |

Going on with the list.
SMILES	MBD2 DNA inh	SIAE primary	UHRF1 binding	GC-A act	HTRA1 inh	PRMT1 FP inh	mABHD4 FP	rCAG RNA binder	TCR-CD3 inh	GC-B act
CCC(=O)Nc1ccc(C(=O)NNC(=O)c2cccc(C)c2)cc1	6	0	1	3	3	-6	0	-4	-1	4
FC(F)(F)c1nc(=S)c2ccccc2[nH]1	-1	1	2	36	-2	33*	4	2	2	19
O=C(Nc1nccs1)C1Cc2ccccc2CN1S(=O)(=O)c1ccc(F)cc1 (stereo not given)	-2	-2	0	-26	-15	-2	0	0	1	-9
O=C(NCc1ccccc1)C1=C[C@@H](c2ccc(C(F)(F)F)cc2)C[C@@H](OCc2ccc(CO)cc2)O1	-2	-16	-4	0	-78	0	-38	5	2	4
CC(=O)Nc1ccc(Sc2ccccc2C(=O)O)cc1	1	-8	3	-1	-5	1	1	2	4	1
CCN(CC(=O)NC(C)C)C(=O)c1cc(S(=O)(=O)N2CCCCC2)ccc1N1CCCCC1	6	2	0	2	1	0	-1	-1	-5	6
CCOc1cc(C2NC(=O)NC(C)=C2C(=O)NCc2ccccc2)c(Cl)cc1O (stereo not given)	1	4	-3	-1	-6	0	3	1	-2	2
COC(=O)c1cc(-c2cnc(OC)nc2OC)c(=O)n2c1CCC2	1	0	5	3	·	4	-6	1	·	6
O=C(O)C1CCN(S(=O)(=O)c2ccc(Cl)s2)CC1	3	0	-2	0	3	3	9	0	-12	5
COC(=O)/C(=C\Nc1ccc(Cl)cc1Cl)NC(=O)c1ccccc1	0	4	1	-5	-1	1	-3	4	-5	-8
O=[N+]([O-])c1ccc2c(c1)nc1n2CCSC1	-5	-6	-4	-5	3	-4	-3	3	1	0
O=C(COC(=O)COc1ccc(Cl)cc1Br)NC1CC1	0	0	0	5	2	-3	0	1	-1	-2
CC(C)(C)NC(=O)C(c1ccccc1)N(Cc1cccs1)C(=O)c1csnn1 (stereo not given)	0	6	-1	-8	5	-2	-6	-5	5	-7
Nc1nonc1-n1nnc(C(=O)N/N=C/c2ccccc2)c1CN1CCc2ccccc21	2	2	2	7	-1	2	8	21	1	-2
CCOC(=O)C1=C(C)NC(=O)NC1c1ccc(Br)s1 (stereo not given)	-3	3	0	-13	-3	-4	3	-6	8	-7
CCC(C(=O)NCCc1ccc(OC)cc1OC)n1nc(C)n2c(cc3occc32)c1=O (stereo not given)	3	10	-1	-14	2	-4	4	-3	3	-5
O=C(CCSc1nnc(-c2ccncc2)o1)Nc1ccccc1	-5	2	0	-13	1	1	1	-1	4	-7
C=C1[C@H]2O[C@H]2[C@@H](OC(C)=O)[C@@]2(C)[C@@H](OC(C)=O)C[C@@H](OC(C)=O)[C@@](C)(O)[C@@H]2[C@@H](OC(C)=O)[C@@]2(O)[C@@H](C)C(=O)O[C@H]2[C@H]1Cl	5	-3	3	0	2	8	1	8	-9	3
CC(=O)c1sc(NC(=O)CN2C(=O)C3CCCCC3C2=O)nc1-c1ccccc1 (stereo not given)	-2	-1	-1	3	-2	2	-5	8	3	1
CC(=O)c1cc2c(cc1F)C(C)(C)CCC2(C)C	-7	5	4	-1	-4	-2	2	0	0	6
COC(=O)C1CSC(C(=O)OC)N1C(=O)Nc1ccc(Cl)c(Cl)c1 (stereo not given)	2	-9	1	1	-1	6	-3	-4	5	-2
COc1ccc(NS(=O)(=O)c2ccc(C)c(C(=O)N(C)CC(=O)Nc3cccc(OC)c3)c2)cc1	-2	-2	-1	-3	-4	-5	-5	7	0	-2
COc1ccc(S(=O)(=O)N2CCC(C(=O)NC3CC3)CC2)cc1OC	3	4	1	6	4	1	-4	-4	2	1
CCC(C)(C)n1nnnc1CN1CCN(c2ccc(OC)cc2)CC1	-1	-1	22*	3	-7	-5	1	-11	5	9
Fc1ccc(-n2c(-c3cccs3)nc3nc4ccccc4nc32)cc1	4	-4	10	-1	-4	1	-1	7	-10	4
Cc1ccc(OCC(=O)NNC(=S)NC(=O)c2ccc(Br)o2)c(C)c1	-6	4	-2	-1	2	-4	5	1	13	4
Cc1cc(SCC(=O)c2ccc3c(c2)OCO3)nc2ccccc12	1	-1	1	-2	-26	0	-8	9	8	1
CCc1cccc(C)c1NC(=O)C1=C(C(=O)O)CCCC1	-7	2	-1	1	1	1	2	-4	5	2
CC(C)c1nc2ccc(C(=O)O)cc2[nH]1	-3	-5	2	0	13	0	-4	0	3	0
Cc1ccccc1-c1n[nH]c(=S)n1/N=C/c1ccc(-c2ccccc2Br)o1	2	-8	-1	0	-33	5	1	31	-4	-7
CC1(C)CC(NC(=O)CCC2CCCC2)CC(C)(C)N1	-1	2	1	0	9	1	6	1	8	1
CCCCNC(=O)c1ccc(CS(=O)(=O)Cc2ccccc2F)o1	-6	1	-3	3	-4	-7	3	1	4	1
Cc1ccc(-c2noc(C3CCCN(C(=O)c4c(F)cccc4F)C3)n2)cc1 (stereo not given)	2	-1	-1	0	-6	1	0	-5	1	0
Nc1nnc(SCC(=O)OCC(=O)NC23CC4CC(CC(C4)C2)C3)s1	0	-4	0	1	0	-4	8	4	4	-3
Cc1cc(C)c2ccc(N)nc2c1O	1	10	-11	6	27	-3	29	-1	1	5
CC(=O)c1c(C)[nH]c(C(=O)CSc2nnc(NC3CC3)s2)c1C	5	-3	3	-7	3	6	-13	6	-7	-5
CN(C(=O)c1cccn(Cc2ccccc2)c1=O)c1ccccc1	-6	7	-3	-1	-2	0	0	-1	-3	-1
CCc1ccccc1NC(=O)CSc1nnc([C@@H](NC(=O)OC(C)(C)C)C(C)CC)o1 (stereo not given in full)	-5	5	-2	3	6	3	-12	-9	4	1
COc1ccc(Cl)cc1NCCC(O)c1ccc(F)cc1 (stereo not given)	2	7	-5	-13	6	0	-4	-5	-6	-9
COc1ccc(C(=O)N2CCN(Cc3ccccn3)CC2)cc1	2	1	1	6	-2	-1	10	-1	-3	4
O=C(NCc1nc(-c2ccccc2)no1)c1ccc2c(c1)OCO2	-5	-3	-1	-1	8	-4	-11	-3	8	2
CC(C)(O)C#Cc1ccc(C(=O)NCCC(=O)O)s1	2	4	0	1	2	-1	-4	-3	9	0

Bioassay records as filed in PubChem.
